DAGLB inh: blocks human DAGLB lipase activity; AID 504411; hit rate 0.059% among 340,000; inhibition, % at 5.17 µM; HEK293T DAGLB membrane lysate, EnzChek fluorogenic substrate; Q8NCG7; in the data active = inhibition above about 34%;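 note: 0% = enzyme with vehicle and 100% = wells lacking enzyme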
C-LANA FP: inhibitors of KSHV LANA C-terminal domain DNA binding; inhibition, % at 9 µM; hit rate 0.078% among 340,000; MBP-C-LANA/FAM-LBS DNA binding, fluorescence polarization;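 active = highest replicate inhibition at or above 60% at 9 µM, even if other replicates fall short; inactive = all replicates below 60% inhibition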;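 note: 0% = neutral control wells and 100% = 4 µM acridine orange control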
PKA-R2B act: activators of human PKA-R2B complex; P22694+P31323; PKA-R2B holoenzyme dissociation, Cy5-IP20 fluorescence polarization; R2B truncated from residue 108, S112A mutant; 0% DMSO only, 100% 113 µM cGMP; AID 504700; activation, % at 11.4 µM; hit rate 0.079% among 340,000;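 active = activation above a cutoff set at the mean over all compounds plus 3 SD, cut at about 18% in these data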;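 note: higher means more holoenzyme dissociation and a rise in polarization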
SR-BI HDL uptake: inhibitors of mouse SR-BI mediated HDL lipid uptake. hit rate 0.96% among 320,000. inhibition, % at 12.5 µM. ldlA[mSR-BI] CHO cells, DiI-HDL uptake fluorescence, 3 h;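 active = mean replicate inhibition of at least 70% and a set share of replicates each scoring 70 or more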;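 note: 0% = median of neutral control wells and 100% = median of positive control wells; values of inactives mirror those of a sister screen read the other way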
Target sequence (Q61009 whole entry, looked up): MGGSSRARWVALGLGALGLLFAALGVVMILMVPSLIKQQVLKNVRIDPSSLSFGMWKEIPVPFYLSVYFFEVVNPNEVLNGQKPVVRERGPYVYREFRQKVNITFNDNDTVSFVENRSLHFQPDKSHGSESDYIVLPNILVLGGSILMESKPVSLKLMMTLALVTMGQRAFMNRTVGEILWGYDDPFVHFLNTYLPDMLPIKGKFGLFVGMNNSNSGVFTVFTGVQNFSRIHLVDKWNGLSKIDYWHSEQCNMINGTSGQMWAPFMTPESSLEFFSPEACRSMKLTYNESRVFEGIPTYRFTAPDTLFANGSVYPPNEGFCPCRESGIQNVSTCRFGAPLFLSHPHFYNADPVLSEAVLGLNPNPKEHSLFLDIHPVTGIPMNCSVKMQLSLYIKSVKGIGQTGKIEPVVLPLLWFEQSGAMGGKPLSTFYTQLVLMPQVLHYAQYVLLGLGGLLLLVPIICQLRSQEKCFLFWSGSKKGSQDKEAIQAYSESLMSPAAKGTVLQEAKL
NSD2 HMT inh: inhibitors of human histone methyltransferase NSD2 | O96028 | NSD2 peptide methylation, AlphaScreen, 120 min | inhibition, % at 12.5 µM | hit rate 0.54% among 310,000; in the data active = inhibition above about 50%
SR-BI DiI-HDL act: SR-BI HDL lipid transfer activation; hit rate 0.096% among 320,000; activation, % at 12.5 µM; CHO ldlA[mSR-BI] cells, DiI-HDL uptake fluorescence, 3 h; 100 = double the neutral-control signal;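 active = mean replicate activation of at least 60% and every replicate at or above 60%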;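 note: 0% = median plate neutral-control signal and 100% = twice that signal; values of inactives mirror those of a sister screen read the other way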
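System: LDL receptor-deficient CHO ldlA cells overexpressing murine SR-BI | Timing: 3 h uptake period with compound, 37 °C | Medium: HEPES-buffered (25 mM, pH 7.4) F12 plus 0.5% BSA | Dosing: Single-point compound dose | Signal: Bottom-read fluorescence, 550/595 nm | Read-out: Retained DiI signal reflecting DiI-HDL uptake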
Arr AP2 block: blocks beta-arrestin peptide binding to AP2 adaptin; hit rate 0.31% among 340,000; AID 504490; inhibition, % at 10 µM; FITC-arrestin peptide / GST-AP2 beads, flow cytometry; AP2 beta2 appendage carries R879A mutation;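 active = inhibition above a set limit, near 3 SD of compounds lacking own fluorescence, cut at about 54% in these data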;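 note: plate controls were DMSO wells for no effect and 5 µM unlabelled arrestin peptide for full effect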
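test system = AP2 appendage R879A on GSH beads | buffer or medium = PBS plus Tween 20 (0.05%) and BSA (0.1%) | incubation = 12 min plus 1 h, RT | detection = bead flow cytometry, FITC channel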
PvdQ acylase: blocks Pseudomonas aeruginosa PvdQ acylase activity; purified PvdQ acylase, fluorescence plate reader; AID 488965; hit rate 0.063% among 340,000; inhibition, % at 10 µM; in the data active = inhibition above about 30%, passing the limit was not always enough;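 note: 0% = vehicle neutral wells and 100% = reference inhibitor wells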
RTF Ca sens inh: cardiac RTF calcium desensitization; P19429+P45379; IANBD-labeled cardiac RTF, Ca2+ fluorescence; inhibition, % at 7.15 µM; hit rate 0.12% among 340,000; AID 493244;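 active = inhibition above the mean inhibition of all tested compounds plus 3 SD, cut at about 17% in these data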;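 note: assay run at fixed EC70 calcium of 1.6 mM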
Keap1-Nrf2 PPI: inhibitors of human Keap1-Nrf2 protein-protein interaction; Keap1 Kelch-Nrf2 peptide fluorescence polarization, 1536-well; Q14145; hit rate 0.15% among 340,000; inhibition, % at 9.4 µM; in the data active = inhibition above about 12%;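 note: human Keap1 Kelch domain with fluorescein labeled Nrf2 9mer peptide probe; 0% = neutral control wells and 100% = peptide positive control; higher means more block of Keap1 binding to Nrf2 peptide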
Target sequence (Q14145 whole entry, looked up, the tested form may be a part): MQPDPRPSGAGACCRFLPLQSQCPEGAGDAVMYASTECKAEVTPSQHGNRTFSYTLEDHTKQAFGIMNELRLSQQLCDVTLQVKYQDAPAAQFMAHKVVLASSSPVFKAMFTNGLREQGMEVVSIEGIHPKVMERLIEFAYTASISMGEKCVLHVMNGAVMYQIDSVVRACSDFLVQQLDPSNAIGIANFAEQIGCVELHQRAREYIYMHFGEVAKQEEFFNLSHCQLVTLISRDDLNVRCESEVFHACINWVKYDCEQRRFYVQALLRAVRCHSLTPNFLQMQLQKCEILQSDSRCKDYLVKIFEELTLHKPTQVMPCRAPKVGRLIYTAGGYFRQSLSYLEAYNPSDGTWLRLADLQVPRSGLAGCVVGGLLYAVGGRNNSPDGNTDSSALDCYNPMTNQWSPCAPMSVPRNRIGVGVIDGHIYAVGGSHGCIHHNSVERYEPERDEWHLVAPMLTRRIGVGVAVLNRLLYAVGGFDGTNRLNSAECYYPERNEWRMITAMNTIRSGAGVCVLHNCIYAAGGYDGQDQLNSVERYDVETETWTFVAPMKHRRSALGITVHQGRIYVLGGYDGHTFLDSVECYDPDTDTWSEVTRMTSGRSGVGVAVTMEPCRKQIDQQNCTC
* = called active by the depositor; / = no result given. Outcome played no part in choosing rows; overall some 2.1% were active at least once.

SMILES	DAGLB inh	C-LANA FP	PKA-R2B act	SR-BI HDL uptake	NSD2 HMT inh	SR-BI DiI-HDL act	Arr AP2 block	PvdQ acylase	RTF Ca sens inh	Keap1-Nrf2 PPI
COc1ccc(/C(N)=N/OC(=O)c2cccc([N+](=O)[O-])c2)cc1	-3	1.1	1	-7	-11	7	1	-13	2	-2
CCOC(=O)COc1coc(CN2CCN(c3cccc(Cl)c3)CC2)cc1=O	6	-0.1	-8	-12	-4	12	30	5	-4	-5
OCC(O)CNC(=S)NC1CCCCC1 (centres undefined)	-3	-1.0	3	-3	-4	3	-9	-12	-2	-1
COC(=O)CC1SC(=O)NC1=Nc1ccccc1 (centres undefined)	0	-0.5	4	-25	1	25	7	1	-5	1
COc1cc(OC)c(NS(=O)(=O)c2c(C(=O)N3CCCCC3)c(C)n(C)c2C)cc1Cl	1	-0.8	-2	-17	5	17	-18	-9	-5	4
COc1ccc(C(=O)/C=C/c2ccc(N(C)C)cc2)c(OC)c1	-74	-8.1	-11	-5	-9	5	17	11	-133	-60
COc1ccc2c(=O)cc(-c3cccnc3)oc2c1OC	-3	-0.5	4	-6	-3	6	18	-16	-9	-5
Cc1ccn2cc(CNC(=O)c3cccs3)nc2c1	0	-3.6	-4	-7	/	7	-8	-19	-3	-6
Cc1ccc(NC(=O)CN2CCC(C(=O)c3ccc4c(c3)OCCO4)CC2)cc1	-5	0.5	-1	28	/	-28	26	7	-2	-6
CN(CC(=O)N1CCCCCC1)S(=O)(=O)c1ccccc1	2	-1.6	2	-24	3	24	-4	-11	-1	1
COc1ccc(CCNC(=O)C2CCN(S(=O)(=O)c3ccc(OC)c(OC)c3)CC2)cc1OC	1	2.3	-2	-17	-3	17	-9	-8	-4	-4
COc1ccc(/C(C)=N/Nc2ncc(Cl)cc2Cl)c(O)c1	-1	0.1	-3	106*	-5	-106	-6	-9	3	-5
CCOC(=O)c1nn(C23CC4CC(CC(C4)C2)C3)c2c1C(=O)N(c1ccc(C)cc1)C2=O	14	-0.7	0	-1	-2	1	10	-8	4	0
N#C/C(=C\c1ccncc1)C(=O)Nc1ccc(C(=O)O)cc1	-4	-0.5	-8	-8	-1	8	13	15	0	-2
Cc1ccc(S(=O)(=O)NC(=O)NCc2ccccc2)cc1	-1	-0.6	-13	-27	0	27	32	4	-1	-3
O=C(O)c1cccc(N/N=C/c2cccs2)c1	2	0.1	-13	-48	3	48	8	-9	-7	-3
O=C(N/N=C/C1CC2CCC1C2)C1CC1 (centres undefined)	-1	-0.2	-10	-16	1	16	1	-6	5	0
Cc1cccc(OCC(=O)Nc2cccc(C(=O)Nc3ccccc3C(=O)O)c2)c1	5	2.4	1	-29	1	29	31	0	0	3
Cc1ccc(OCC(=O)NNC(=S)NC(=O)C2CCCCC2)c(C)c1	6	-0.7	-5	-43	-2	/	-9	-2	5	-3
COC(=O)C1=C(C(=O)OC)SC2(S1)C(C(=O)OC)=C(C(=O)OC)SC1=C2c2cc(C)ccc2NC1(C)C	3	0.9	-8	24	-1	-24	8	4	-8	-3
O=C(c1ccco1)N1CCN(S(=O)(=O)c2cccc(C(F)(F)F)c2)CC1	0	1.1	-4	3	26	-3	-6	8	4	-4
CCOc1cccc(OCCCOc2cccc3cccnc23)c1	-12	-0.9	-2	-5	-2	5	-5	-18	5	-10
COc1ccccc1-n1nnnc1SC(C)C(=O)NC1CCCC1 (centres undefined)	-1	-0.7	-5	-33	-1	33	1	-4	0	5
O=C(CN1CCCCCC1)N/N=C/c1cccc(Cl)c1Cl	1	0.3	-10	-25	1	25	20	6	-21	-4
O=C(N/C(=C\c1cccs1)C(=O)N1CCOCC1)c1cccs1	-2	-1.0	-9	-15	0	15	30	6	2	-3
Remaining list, next part.
SMILES	DAGLB inh	C-LANA FP	PKA-R2B act	SR-BI HDL uptake	NSD2 HMT inh	SR-BI DiI-HDL act	Arr AP2 block	PvdQ acylase	RTF Ca sens inh	Keap1-Nrf2 PPI
CSc1ccc(CNC(=O)C2CCC(=O)N(Cc3cccc(F)c3)C2)cc1 (centres undefined)	0	-0.4	-12	-6	-3	6	-5	-15	1	-3
O=C(Nc1ccc2ccccc2c1)c1onc2c1CCCC2	-22	2.3	-1	29	-2	-29	9	3	3	3
CCc1ccccc1NC(=O)CN(C)C(=O)c1cc(C2CC2)nc2c1cnn2C(C)C	-1	6.2	-8	11	-1	-11	-9	-13	4	-2
O=C(NCc1ccc(Cl)cc1)[C@@H]1CCCN1S(=O)(=O)c1ccc(Cl)cc1	-3	1.1	-3	-4	-4	4	8	-8	-7	2
Cc1c(N/C(=N/S(=O)(=O)c2ccc(F)cc2)c2ccccc2)c(=O)n(-c2ccccc2)n1C	1	0.0	3	-23	-2	23	23	1	-1	-2
Cc1ccc(SCC(=O)OCC(=O)Nc2ccc3[nH]c(=O)[nH]c3c2)cc1C	0	1.2	3	18	0	-18	6	-12	-1	-3
COC(=O)c1c(C)cc(O)c(C=O)c1O	1	1.7	4	4	/	-4	4	8	1	-5
NC(=O)c1ccc(/C=N/O)nc1	0	0.5	11	-12	-20	12	33	-2	1	2
CCn1c(C)c(C(C)=O)c(N2CCN(c3cccc(Cl)c3)CC2)nc1=S	0	24	-6	24	19	-24	0	-11	-12	-1
C#CCOCCOCCOCCNc1nc(N2CCN(C(=O)[C@H]([C@@H](C)CC)n3cc([C@@H](N)CC(C)C)nn3)CC2)nc(N2CCN(C(=O)[C@H](CCCCN)n3cc([C@@H](N)CO)nn3)CC2)n1	-2	-0.4	0	-29	/	29	-3	-16	4	-2
CC1CCCN(C2=C(NS(=O)(=O)c3ccc(Br)cc3)C(=O)c3ccccc3C2=O)C1 (centres undefined)	10	-0.5	-19	0	15	0	-5	-7	5	0
Cn1cccc1C(=O)NC(=O)COC(=O)c1ccc(S(C)(=O)=O)c([N+](=O)[O-])c1	-5	-1.1	8	-1	2	1	-12	14	-1	3
Cc1cnc(NC(=O)c2ccc(F)c(S(=O)(=O)N3CCOCC3)c2)s1	0	0.4	-1	19	0	-19	1	-20	-10	-5
Cc1ccc(C)c(NC(CC(=O)c2ccccc2)C(=O)OCC(=O)c2cccs2)c1 (centres undefined)	-1	1.4	4	-17	-1	17	8	-2	-2	-2
COc1ccc(N=Nc2nc3cc(Br)c(Br)cc3n2C)c(OC)c1	-5	24	-2	12	9	-12	29	1	-42	13*
NS(=O)(=O)c1ccc(NC(=O)c2c(F)cccc2Cl)cc1	-1	0.7	-8	14	-2	-14	25	-9	-7	-1
CCn1cc(CN2CCC(C(=O)Nc3cccc(-c4cccc(Cl)c4)c3)CC2)cn1	2	-2.3	4	-2	7	2	-6	-4	-3	1
O=C(N/N=C/c1c[nH]c2ccc(Br)cc12)c1ccn(Cc2ccc(Cl)cc2)n1	-1	0.9	-5	31	0	-31	-6	-17	-3	-2
O=C(C1=C[C@H](c2ccc3c(c2)OCO3)C[C@H](OCCCCO)O1)N1CCN(Cc2ccccc2)CC1	0	-2.1	-3	-3	/	3	0	-8	-15	-2
Cc1ccc(CNC(C)c2ccccc2)cc1 (centres undefined)	2	-0.5	4	-5	0	5	12	17	2	0
CCn1c(SCC(=O)Nc2cccc(O)c2)nc2c1c(=O)n(C)c(=O)n2C	-2	-0.2	-10	/	10	/	6	8	6	-3
O=C1C2C3C=CC(C4CC34)C2C(=O)N1/N=C/c1ccc([N+](=O)[O-])s1 (centres undefined)	-1	0.4	-1	37	-1	-37	-6	7	2	-1
CN(C)CCNC(=S)Nc1ccccc1Cl	0	-2.1	12	3	-3	-3	-1	-16	-9	-3
OCCN=C1CCCc2c1[nH]c1ccc(Br)cc21	3	-0.2	-5	7	2	-7	-2	0	3	0
O=C(N/N=C/c1cccnc1)c1cccc(NC(=O)c2ccc(Cl)cc2)c1	1	1.2	15	29	20	-29	8	-8	-14	-2

Some of these compounds in order of their number in C-LANA FP, highest first.
| smiles | C-LANA FP |
| --- | --- |
| OCCN=C1CCCc2c1[nH]c1ccc(Br)cc21 | -0.2 |
| Cc1ccc(CNC(C)c2ccccc2)cc1 (centres undefined) | -0.5 |
| Cn1cccc1C(=O)NC(=O)COC(=O)c1ccc(S(C)(=O)=O)c([N+](=O)[O-])c1 | -1.1 |

Some values from above:
CN(CC(=O)N1CCCCCC1)S(=O)(=O)c1ccccc1 in SR-BI DiI-HDL act = 24
N#C/C(=C\c1ccncc1)C(=O)Nc1ccc(C(=O)O)cc1 in NSD2 HMT inh = -1
Cc1ccn2cc(CNC(=O)c3cccs3)nc2c1 in C-LANA FP = -3.6

(continued)
SMILES	DAGLB inh	C-LANA FP	PKA-R2B act	SR-BI HDL uptake	NSD2 HMT inh	SR-BI DiI-HDL act	Arr AP2 block	PvdQ acylase	RTF Ca sens inh	Keap1-Nrf2 PPI
COC(=O)CCCC(=O)N1CCOCCN(C(=O)CCCC(=O)OC)CCOCC1	-1	0.6	-3	-17	-1	17	3	-6	-3	4
Cc1cc(=O)n2nc(N3CCCC(C(=O)NCCc4ccc(Cl)cc4)C3)sc2n1 (centres undefined)	-5	-1.2	-4	21	1	-21	37	9	-11	0
CC(=O)c1ccc(OCC(O)CN2CCN(CC(O)COc3ccc(C(C)=O)cc3)CC2)cc1 (centres undefined)	2	1.2	-8	-15	-3	15	-4	-10	9	-2
CCOCCCNC(=O)c1cc2c(=O)[nH]c3ccccc3c2s1	-1	-0.5	2	25	-1	-25	2	-3	7	0
COc1ccccc1-c1nnc2sc(COc3ccc(Cl)cc3)nn12	2	0.8	-11	9	-4	-9	-4	8	-7	0
COc1ccc(Cl)cc1C(=O)Nn1c(C)nc2ccccc2c1=O	0	-2.3	-2	10	-3	-10	-7	0	-9	7
CCCCC(=O)Nc1ccc(C(=O)NNC(=O)c2ccccc2Br)cc1	3	1.6	-12	68	4	-68	-4	3	4	-2
Cc1cc(C)cc(NC(=O)NCC(O)COc2ccc([N+](=O)[O-])cc2)c1 (centres undefined)	0	0.5	-5	31	-1	-31	-20	-5	0	0
CCn1c(=O)c2cc(C(=O)Nc3cccc(C(C)=O)c3)sc2c2ccccc21	0	-1.6	-3	/	/	/	17	-6	-3	-2
O=C1CC[C@@H](OCc2ccccc2)CCN1CC[C@H](Sc1ccccc1)c1ccccc1	-13	0.8	3	-5	/	5	3	-15	-3	0
Cc1ccc(C(=O)OCC(=O)Nc2ccc3[nH]c(=O)[nH]c3c2)o1	3	-0.7	-16	1	17	-1	4	6	-2	-4
COc1ccc(NC(=O)CN(C)S(=O)(=O)c2ccc(Cl)cc2)cn1	1	1.7	1	11	33	-11	18	-5	-10	6
Cc1ccc(OCc2cc(C(=O)NCc3cnn(-c4cccc(F)c4)c3)no2)cn1	3	0.4	2	5	2	-5	45	-8	-7	-1
CCCCN(C(=O)c1ccc(Cl)c([N+](=O)[O-])c1)c1c(N)n(CCC)c(=O)[nH]c1=O	2	-2.0	7	-7	0	7	8	-14	-9	2
Cc1nn(CC(=O)Nc2ccc3c(c2)OCO3)c(C)c1[N+](=O)[O-]	-2	-1.2	4	-16	0	16	10	1	-3	-1
O=C(CSc1nc2ccccc2n1Cc1ccc(Cl)cc1)N/N=C/c1ccccc1C(=O)O	4	1.2	-6	-15	-1	15	8	-25	-7	-2

High-throughput results from PubChem.
